# Screening data: PubChem, several laboratories
# CAL-PDZ inh HTS: inhibitors of human CAL PDZ peptide binding | purified CAL PDZ, TMR-peptide fluorescence polarization, 1 h | inhibition, % at 24.9 µM | actives 0.92% (n = 300,000) | AID 602252;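 active = mean inhibition of at least 30% with at least half of replicates also reaching 30%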;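 also: 0% = DMSO neutral control and 100% = excess unlabeled competitor peptide PRC23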
# OPRM1-OPRD1 inv: inverse agonists of human mu-delta opioid receptor heterodimerization; AID 504357; actives 0.21% (n = 340,000); P35372+P41143; inhibition, % at 9.3 µM; cell-based MOR-DOR heterodimer luminescence, inverse agonism; in the data active = inhibition above about 22%, passing the limit was not always enough;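 also: 0% = cells with DMSO and 100% = wells without cells with DMSO; values of inactives mirror those of a sister screen read the other way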
# Target sequence (P35372 whole entry, looked up): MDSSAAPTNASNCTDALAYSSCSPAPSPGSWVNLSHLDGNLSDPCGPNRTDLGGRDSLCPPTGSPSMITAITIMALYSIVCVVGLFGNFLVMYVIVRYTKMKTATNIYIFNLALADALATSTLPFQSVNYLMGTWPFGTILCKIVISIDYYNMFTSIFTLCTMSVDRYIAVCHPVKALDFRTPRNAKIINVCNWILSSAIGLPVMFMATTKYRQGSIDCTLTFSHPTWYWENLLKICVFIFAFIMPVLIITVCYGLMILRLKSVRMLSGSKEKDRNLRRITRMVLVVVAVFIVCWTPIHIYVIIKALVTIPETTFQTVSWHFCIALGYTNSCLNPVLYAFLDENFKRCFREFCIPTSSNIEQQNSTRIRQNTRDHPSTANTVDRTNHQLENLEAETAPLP
# Target sequence (P41143 whole entry, looked up): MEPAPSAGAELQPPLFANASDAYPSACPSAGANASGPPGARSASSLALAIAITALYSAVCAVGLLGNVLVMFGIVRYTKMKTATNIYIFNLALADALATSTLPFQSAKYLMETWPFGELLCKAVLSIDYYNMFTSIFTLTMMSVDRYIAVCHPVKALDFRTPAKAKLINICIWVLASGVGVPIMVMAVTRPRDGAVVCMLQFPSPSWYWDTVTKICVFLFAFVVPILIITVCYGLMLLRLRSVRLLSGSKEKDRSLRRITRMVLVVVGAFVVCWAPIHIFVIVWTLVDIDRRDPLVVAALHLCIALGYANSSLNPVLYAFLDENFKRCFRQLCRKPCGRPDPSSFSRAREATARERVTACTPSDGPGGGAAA
# V-ATPase pHluor: regulators of yeast V-ATPase proton transport | S. cerevisiae, pHLuorin cytosolic pH fluorescence | response, % at 10 µM | actives 0.37% (n = 350,000); in the data active = response mostly above about 7.3%, no sharp cut-off; inactive = mostly below about 5.4%; also: actives read high; inactives centre near 0; some compounds called inactive have numbers as strong as hits; reference of the scale not given here
# Keap1 Nrf2 FP: disrupts human Keap1 binding to Nrf2 peptide | Keap1 Kelch-Nrf2 peptide fluorescence polarization, 1536-well | inhibition, % at 9.4 µM | actives 0.15% (n = 340,000); in the data active = inhibition above about 12%;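 also: human Keap1 Kelch domain with fluorescein labeled Nrf2 9mer peptide probe; 0% = neutral control wells and 100% = peptide positive control; higher means more block of Keap1 binding to Nrf2 peptide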
# cardiac RTF act: cardiac RTF calcium sensitization | P19429+P45379 | IANBD-labeled TnC RTF fluorescence at EC20 calcium; 0% EC20 calcium, 100% full calcium | activation, % at 7.2 µM | actives 0.24% (n = 340,000);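 active = activation above the mean over all tested compounds plus 3 SD, cut at about 30% in these data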;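 also: rise in fluorescence read as greater calcium sensitivity of cardiac thin filaments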
# RTF Ca sens inh: cardiac RTF calcium desensitization. P19429+P45379. IANBD-labeled cardiac RTF, Ca2+ fluorescence. inhibition, % at 7.15 µM. actives 0.12% (n = 340,000). AID 493244;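 active = inhibition above the mean inhibition of all tested compounds plus 3 SD, cut at about 17% in these data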;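 also: assay run at fixed EC70 calcium of 1.6 mM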
# OPRM1-OPRD1 ag: OPRM1-OPRD1 heterodimerization agonism; cells, luminescence; actives 0.3% (n = 340,000); activation, % at 9.3 µM; P35372+P41143; in the data active = activation above about 18%;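 also: 0% = vehicle-treated cells and 100% = reference agonist; values of inactives mirror those of a sister screen read the other way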
# HTR5A ag: HTR5A agonism, opioid heterodimer counter-screen | HTR5A agonist assay, luminescence, cell-based | activation, % at 9.3 µM | actives 0.61% (n = 340,000) | AID 504692; in the data active = activation mostly above about 9.5%, no sharp cut-off; inactive = mostly below about 7.6%;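 also: 0% = cells with vehicle only and 100% = reference agonist; strong numbers were not always called active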
# LANA DNA inh: blocks KSHV LANA C-terminal domain binding to DNA | MBP-C-LANA/FAM-LBS DNA binding, fluorescence polarization | inhibition, % at 9 µM | actives 0.078% (n = 340,000) | AID 504423;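 active = highest replicate inhibition at or above 60% at 9 µM, even if other replicates fall short; inactive = all replicates below 60% inhibition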;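 also: 0% = neutral control wells and 100% = 4 µM acridine orange control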
# HTR5A inv ctr: counter-screen for OPRM1-OPRD1 inverse agonists: human HTR5A inverse agonism. P47898. HTR5A cell line, luminescence. inhibition, % at 9.3 µM. actives 0.083% (n = 340,000); in the data active = inhibition mostly above about 23%, no sharp cut-off; inactive = mostly below about 18%;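 also: 0% = cells with DMSO and 100% = no-cell wells with DMSO; some compounds called inactive have numbers as strong as hits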
# An asterisk follows results filed as active; nt = no result given.
# Sample of the layout (five entries):
SMILES,CAL-PDZ inh HTS,OPRM1-OPRD1 inv,V-ATPase pHluor,Keap1 Nrf2 FP,cardiac RTF act,RTF Ca sens inh,OPRM1-OPRD1 ag,HTR5A ag,LANA DNA inh,HTR5A inv ctr
CCn1c(CNC(=O)c2ccccc2F)cc2cc(C)ccc21,-2,-7,-1,-1,-2,-2,1.5,1,-1.8,-4
S=C(NCc1ccccc1)NCc1cccc(Cl)c1,1,-4,-3,-5,7,-3,0.8,1,1.5,-17
CCOC(=O)c1ccc(Oc2c(C)oc3cc(OS(C)(=O)=O)ccc3c2=O)cc1,-2,-14,0,-2,13,-20,2.6,0,-0.8,-2
CC1CN(Cc2nc3c(c(=O)n(C)c(=O)n3C)n2CC(O)CO)CC(C)O1 (stereo not drawn),-2,10,0,4,-1,-3,-1.9,-3,-0.8,6
O=C(NCc1ccc(F)cc1)c1c2c(nc3ccccc13)CCN(Cc1ccccc1)C2,57*,11,-1,3,6,-1,-2.2,1,1.3,-26

# Results (from the top)
SMILES,CAL-PDZ inh HTS,OPRM1-OPRD1 inv,V-ATPase pHluor,Keap1 Nrf2 FP,cardiac RTF act,RTF Ca sens inh,OPRM1-OPRD1 ag,HTR5A ag,LANA DNA inh,HTR5A inv ctr
CCn1c(CNC(=O)c2ccccc2F)cc2cc(C)ccc21,-2,-7,-1,-1,-2,-2,1.5,1,-1.8,-4
S=C(NCc1ccccc1)NCc1cccc(Cl)c1,1,-4,-3,-5,7,-3,0.8,1,1.5,-17
CCOC(=O)c1ccc(Oc2c(C)oc3cc(OS(C)(=O)=O)ccc3c2=O)cc1,-2,-14,0,-2,13,-20,2.6,0,-0.8,-2
CC1CN(Cc2nc3c(c(=O)n(C)c(=O)n3C)n2CC(O)CO)CC(C)O1 (stereo not drawn),-2,10,0,4,-1,-3,-1.9,-3,-0.8,6
O=C(NCc1ccc(F)cc1)c1c2c(nc3ccccc13)CCN(Cc1ccccc1)C2,57*,11,-1,3,6,-1,-2.2,1,1.3,-26
NS(=O)(=O)c1cc(C(=O)O)cc(N2CCCC2)c1Oc1ccccc1,-6,3,3,-1,0,19*,-0.5,2,-0.9,-35
O=C(Nc1nc2ccccc2[nH]1)c1cccc([N+](=O)[O-])c1,5,-3,-1,-5,-1,-9,0.6,-3,-0.3,9
Cn1c(=O)n(C)c2cc(S(=O)(=O)NCc3ccccc3)ccc21,-4,14,-3,1,-2,-15,-2.6,-7,-1.5,20
CC1CC(C)CN(C(=O)CCn2c(=O)oc3ccccc32)C1 (stereo not drawn),45*,14,6,4,0,-7,-2.1,-1,-0.6,8
COc1cc(CN2CCCC(N3CCc4ccccc4C3)C2)c(Cl)cc1O (stereo not drawn),-2,2,1,-2,0,-1,-0.4,11,-1.2,-12
CC(C(N)=O)N1C(=O)NC2(CCCc3ccccc32)C1=O (stereo not drawn),-6,-3,1,-3,-1,-1,0.4,2,-0.5,-6
COc1ccc2nc(COC(=O)c3ccco3)c(C(C)=O)[n+]([O-])c2c1,-3,4,5,-2,4,-6,-1.0,-7,-2.6,17
CCOC(=O)N1CCN(Cc2c(F)cccc2Cl)CC1,nt,7,-4,-3,-6,-4,-1.4,0,0.1,1
CSc1ncccc1C(=O)Nc1nc(C(C)(C)C)cs1,-1,-13,1,-2,0,-6,2.0,3,-0.1,-26
COc1cc(C(=O)Sc2ccc(Cl)cc2)cc(OC)c1OC,-4,-19,-6,-4,5,-6,4.2,-2,-0.6,-35
CCN1C(=O)C(CC(=O)Nc2ccc(F)cc2)N(Cc2ccc3c(c2)OCO3)C1=S (stereo not drawn),0,-20,7,2,-6,-11,4.4,7,0.5,-19
CCOC(=O)C(NCc1ccccn1)(NC(=O)c1cccnc1)C(F)(F)F (stereo not drawn),-4,13,-5,2,-6,-11,-2.9,-2,2.0,-10
COc1ccc(-c2cc(C(=O)NCCCn3ccnc3)no2)cc1,3,14,-5,0,-4,-4,-2.7,-2,-1.2,-21
CCOc1ccc(NC(=O)CSc2nc3[nH]ncc3c(=O)n2-c2ccccc2OC)cc1,-2,13,-2,9,-9,10,-2.4,8,0.6,7
CN(C)C(=O)COC(=O)c1ccc(S(=O)(=O)NCc2ccco2)cc1,1,17,1,1,-1,0,-3.2,3,2.1,-1
Cc1ccc(C(=O)NCC(=O)Nc2ncccc2C)s1,-5,15,3,-1,-6,3,-3.0,1,-0.8,-5
CCOC(=O)C1CCN(C(=O)CCCn2c(=O)c3cccn3c3cccnc32)CC1,1,10,-4,-1,-3,-10,-1.9,5,0.3,9
O=C1Nc2ccccc2/C1=C/c1ccccc1Cl,-4,-18,-4,-2,0,-3,4.0,0,-0.9,-2
CC(=O)Nc1ccc(OCc2cccc([N+](=O)[O-])c2)cc1,-4,16,-3,-2,-1,8,-3.4,1,-1.8,-7
O=C1N/C(=C/c2ccc(N3CCOCC3)o2)C(=O)N1c1ccccc1,-4,0,-1,-7,6,-10,0.1,3,0.8,-8
O=c1o[nH]c(-c2ccccc2)c1C1=NCCCCC1,1,5,-4,0,-6,9,-0.8,0,1.0,8
Oc1ccc(Cl)cc1CNCC1CCCCC1,1,-15,-1,-4,-10,-8,2.5,11,0.2,-30
COc1ccc(-c2nc3c(c(=O)[nH]c(=O)n3Cc3ccccc3)n2C)cc1,-1,24,2,1,-1,-2,-4.8,3,0.3,-8
C=CCn1c(SCc2ccc3c(c2)OCO3)nc2scc(-c3ccco3)c2c1=O,-6,-5,-4,1,-3,-3,0.9,4,-0.5,-13
CN1C(=O)c2ccc(NC(=O)CCS(=O)(=O)c3ccccc3)cc2C1=O,1,-9,6,-2,3,-4,1.9,1,-0.6,-2

# Individual results from the entries so far.
# CC(=O)Nc1ccc(OCc2cccc([N+](=O)[O-])c2)cc1 – OPRM1-OPRD1 inv = 16
# COc1ccc(-c2cc(C(=O)NCCCn3ccnc3)no2)cc1 – HTR5A inv ctr = -21

# Among those listed so far, these contain an NH in an aromatic ring.
SMILES,CAL-PDZ inh HTS,OPRM1-OPRD1 inv,V-ATPase pHluor,Keap1 Nrf2 FP,cardiac RTF act,RTF Ca sens inh,OPRM1-OPRD1 ag,HTR5A ag,LANA DNA inh,HTR5A inv ctr
O=C(Nc1nc2ccccc2[nH]1)c1cccc([N+](=O)[O-])c1,5,-3,-1,-5,-1,-9,0.6,-3,-0.3,9
CCOc1ccc(NC(=O)CSc2nc3[nH]ncc3c(=O)n2-c2ccccc2OC)cc1,-2,13,-2,9,-9,10,-2.4,8,0.6,7
O=c1o[nH]c(-c2ccccc2)c1C1=NCCCCC1,1,5,-4,0,-6,9,-0.8,0,1.0,8
COc1ccc(-c2nc3c(c(=O)[nH]c(=O)n3Cc3ccccc3)n2C)cc1,-1,24,2,1,-1,-2,-4.8,3,0.3,-8

# The list goes on.
SMILES,CAL-PDZ inh HTS,OPRM1-OPRD1 inv,V-ATPase pHluor,Keap1 Nrf2 FP,cardiac RTF act,RTF Ca sens inh,OPRM1-OPRD1 ag,HTR5A ag,LANA DNA inh,HTR5A inv ctr
COc1ccc(NC(=O)C2CCCN(CCCc3ccccc3)C2)cc1OCC(C)C (stereo not drawn),nt,-33,8,1,1,-11,6.5,16*,-1.0,-20
CC1CN(C(=O)C2CCCC2)C(C)CN1C(=O)C1CCCC1 (stereo not drawn),-8,14,-2,-3,-1,-9,-2.9,1,-0.1,-3
Brc1ccc(-c2nnc3n2C2(CCCC2)Cc2ccccc2-3)o1,-1,5,0,1,7,-4,-0.9,3,-1.1,3
O=C(c1cc(-c2ccccc2)n[nH]1)N1CCc2c([nH]c3ccccc23)C1c1ccccn1 (stereo not drawn),-3,-8,4,0,-1,-2,1.6,8,-0.8,-7
C/C(CC(=O)Nc1cccc(Cl)c1C)=N\NC(=O)Cc1csc(N)n1,5,10,2,-1,-6,-10,-1.6,-5,0.1,13
COC(CNC(=O)C1CCCN(S(=O)(=O)c2ccc3c(c2)oc(=O)n3C)C1)OC (stereo not drawn),0,2,-3,4,2,-9,-0.4,0,0.4,8
O=C(O)c1ccccc1SCCS(=O)(=O)c1ccc(Cl)cc1Cl,2,8,2,-2,0,-4,-1.6,3,-2.4,-9
COc1cccc(CNCCO)c1OCc1ccccc1Cl,0,16,0,5,-1,-5,-3.1,0,2.6,0
COc1cc(OC)cc(-c2c(-c3ccc(F)cc3)c3cc(-c4ccc5[nH]ccc5c4)ccc3n2C)c1,-4,17,-10,-5,-4,7,-3.7,0,2.4,-7
O=C(/C=C/c1cccs1)N1CCN(c2ccccc2F)CC1,-3,2,2,-4,5,7,-0.4,12,-1.0,-31
COc1ccc(C(=O)OCC(=O)NC(=O)NC2CCCC2)c(OC)c1,-2,11,1,2,-8,11,-2.4,-3,-1.7,8
CC1Sc2ccc(C(=O)OCc3ccccc3Cl)cc2NC1=O (stereo not drawn),2,-25,5,-6,0,-5,4.9,11,-0.9,-27
COc1ccc(CNc2ccc(C)c(C)c2)c(OC)c1OC,nt,-12,5,-5,9,-4,2.2,5,-2.1,-6
O=C(NCCc1csc(-c2cccnc2)n1)c1cccc(Cl)c1,2,4,-1,5,3,-7,-0.8,2,-16,-7
O=C(CNS(=O)(=O)c1ccccc1)N1CCN(c2ccccc2)CC1,1,-13,-1,-5,-3,-8,2.4,16*,3.0,-15
Cn1cc(C(=O)N/N=C/C2=C(N3CCOCC3)C(=C/c3ccc([N+](=O)[O-])cc3)/CC2)ccc1=O,-2,4,3,1,-3,-13,-0.8,1,0.0,-35
O=C(C[n+]1cc(-c2ccc(F)cc2)n2c1CCC2)OCc1ccccc1,-3,-1,-1,-5,7,-1,0.2,-2,0.2,7
CC(=O)c1cn(-c2ccc(Cl)cc2)c(=O)[nH]c1=O,-4,18,2,5,2,-15,-4.0,-1,-1.4,4
Cc1ccc(S(=O)(=O)N2CCN(S(=O)(=O)c3c(C)n[nH]c3C)CC2)cc1C,-5,8,0,-2,-2,-3,-2.0,4,-0.9,-9
Cc1cccc(Nc2nnc(SC(C)C(=O)NC3CC3)s2)c1 (stereo not drawn),3,16,-4,-4,0,7,-4.0,1,-0.9,-2
O=C(CSc1nnc(CCc2nc3ccccc3[nH]2)n1-c1ccccc1)NCc1ccccc1,-4,9,-4,-1,4,-9,-1.6,-3,0.3,-17
COc1ccc(N2CC(C(=O)Nc3cccc(C)n3)CC2=O)cc1 (stereo not drawn),0,3,-4,-5,-2,-13,-0.4,2,0.3,-5
COc1ccc(-n2c(C)nc3c(cnn3-c3ccc(Cl)cc3)c2=O)cc1,1,5,0,2,-2,-8,-1.1,5,3.1,4
NC(=O)c1cccnc1Nc1cccc(F)c1,1,-6,3,-7,-4,5,0.8,4,0.7,11
Nc1nonc1C(=O)NCCNc1ccc([N+](=O)[O-])cn1,1,9,4,3,0,-5,-1.9,-3,1.2,-5
O=C(NCCc1cn2ccsc2n1)C1CCCCC1,-2,4,3,-3,-2,-5,-0.7,4,-0.8,8
